AmpC det inh: Promiscuous and Specific Inhibitors of AmpC Beta-Lactamase (assay with detergent) | Potency, µM (series often up to 28.7 µM), without a hit: at the highest dose activity change, negative = inhibition | P00811 | purified AmpC, nitrocefin hydrolysis with detergent | actives 0.09% (n = 71,000) | AID 584, 2007; active means well fitted curve in the direction sought with a large enough effect
Target sequence (P00811 whole entry, looked up): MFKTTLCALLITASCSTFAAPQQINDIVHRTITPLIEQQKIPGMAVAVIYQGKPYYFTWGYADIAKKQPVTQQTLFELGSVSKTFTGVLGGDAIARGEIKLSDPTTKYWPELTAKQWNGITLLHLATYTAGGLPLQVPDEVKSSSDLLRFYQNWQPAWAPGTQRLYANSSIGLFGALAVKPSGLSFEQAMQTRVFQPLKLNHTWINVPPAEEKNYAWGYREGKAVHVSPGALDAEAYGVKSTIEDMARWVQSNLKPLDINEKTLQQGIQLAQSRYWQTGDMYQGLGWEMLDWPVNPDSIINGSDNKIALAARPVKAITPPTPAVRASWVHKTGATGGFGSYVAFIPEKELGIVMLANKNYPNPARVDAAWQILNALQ
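E. coli AmpC (5.3 nM) in 20 mM phosphate pH 7.0 with 0.01% Triton X-100, preincubated 15 min RT with compound; nitrocefin (2 uL of 800 uM stock) hydrolysis followed by 480 nm absorbance every 20 s over 4 min.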
Starred values were filed as active, the others as inactive; [ ] = remark or other dose. On the % scale 0 is the no-effect control and ±100 the full control effect; potency means the concentration at half of the fitted maximal effect.

SMILES	AmpC det inh
COc1ccccc1N1CCN(C[C@@H](C(=O)NC(C)(C)C)c2ccccc2)CC1	0%
O=C(N1CCOCC1)C1(c2ccccc2)CCNCC1	0%[5.75 µM]
CCOC(=O)c1cnc2c(C)cccc2c1NCc1ccco1	8%
Cc1ccc2c(c1)c1c(n2CC(O)Cn2nc(C)c(Br)c2C)C(=O)CCC1 (stereo not drawn)	-2%
Cc1ccc(N(C(=O)Cn2nnc3ccccc32)C(C(=O)NCc2ccco2)c2cccnc2)cc1 (stereo not drawn)	-3%
CCCCCSc1nnc(-c2cc(Br)ccc2N)c(=O)[nH]1	-4%
COCC(=O)N1CCC2(CC1)CN(C(=O)Nc1cccc(C#N)c1)C2	-1%
O=C(CN1C(=O)c2ccccc2S1(=O)=O)NCc1ccccc1Cl	10%
CCOC(=O)C1C(=O)NC(C)C1c1ccccc1 (stereo not drawn)	1%
O=C(COc1nnc2ccccn12)N1CCN(S(=O)(=O)c2ccccc2)CC1	0%
Cn1c(NC(=O)CC(C)(C)C)cc(=O)n(C)c1=O	10%
CC1CN(S(=O)(=O)c2ccc(NC(=O)c3cc(-c4ccccc4O)n[nH]3)cc2)CC(C)O1 (stereo not drawn)	-3%
CCCCNC(=O)CN1C(=O)C(CC)Oc2ccc(Cl)cc21 (stereo not drawn)	2%
COC(=O)c1c(NC(=O)c2ccc(Br)s2)sc2c1CCC2	-3%
CC1CCN(c2oc(-c3ccccc3F)nc2C#N)CC1	25%
Cc1ccc(-c2ccc(=O)[nH]n2)cc1	3%
O=C1CC(N2CCN(c3ccccc3)CC2)C(=O)N1c1ccc2c(c1)OCCO2 (stereo not drawn)	0%
O=C(CN1c2cccc3cccc(c23)S1(=O)=O)NCc1ccc2c(c1)OCO2	-3%
CCc1cc(=O)oc2cc(OC(C)=O)cc(OC(C)=O)c12	-6%
COCC(=O)N1CCC[C@@]2(CCN(C(=O)Nc3ccc(OC)cc3)C2)C1	4%
Cc1cc(C)nc(N2CCCC(C(=O)NCc3cccs3)C2)n1 (stereo not drawn)	-1%
Cc1ccc2c(c1)N(C(C)C(=O)NCCc1ccccc1)C(=O)CO2 (stereo not drawn)	-3%
Cc1ccc(NC(=O)Cn2nc(C)c3ccccc3c2=O)cc1F	1%
CCOC(=O)c1oc2nc(C)c3c(c2c1N)CC(C)(C)OC3	-9%
COc1ccc(-c2c(C)oc3c(CN4CCCCC4C)c(O)ccc3c2=O)cc1OC (stereo not drawn)	9%
O=C(c1ccccc1Cl)N1CCc2ccccc2C1	-3%
CC(C)(C)NC(=O)CN1CCC(O)(c2ccccc2)CC1	11%
CCN(CCCNC(=O)COc1cc(=O)n(CC)c2ccccc12)c1ccccc1	-7%
COc1ccc(N(CC(=O)Nc2cccc(C)c2C)S(=O)(=O)c2c(C)n[nH]c2C)cc1	3%
CCCn1c(=O)n(C)c(=O)c2c(SCc3cc(C(C)=O)ccc3OCC)nc(C3CC3)nc21	-1%
COc1ccccc1S(=O)(=O)n1cc(Cc2ccccc2)c(N)n1	25%
CCOC(=O)N1CCC(NC(=O)c2ccc3c(c2)N(C)CCS3)CC1	0%
O=C(Nc1ccc2c(c1)OCO2)c1cccs1	-8%
CCOC(=O)c1ccc(CNC(=O)CSc2nnnn2-c2ccc(Cl)cc2)o1	0%
CN(C)C(=O)C(CCN1CCC(O)(c2ccc(Cl)cc2)CC1)(c1ccccc1)c1ccccc1	-2%
O=C(c1ccc(CS(=O)(=O)c2ccc(Br)cc2)o1)N1CCCCCC1	7%
COc1ccc(/C=C/c2cc(OC)cc(=O)o2)cc1	15%
Cn1c(N)c(C(=O)COC(=O)C2(c3ccccc3F)CCCC2)c(=O)n(C)c1=O	-5%
CCCCOc1ccc(-c2c(C#N)c(N)nc(SCC(N)=O)c2C#N)cc1	6%
CC(C)(SCc1ccccc1)[C@H](N)C(=O)O	-3%[5.75 µM]
O=C(NC1CCCCCC1)c1c(O)c2cccc3c2n(c1=O)CCC3	0%
O=C(Nc1nc2ccccc2n1CCOc1ccccc1)c1ccco1	-2%
Cc1nn(-c2ccc(Cl)cc2)c2[nH]c(=O)c(CNCc3ccc4c(c3)OCO4)cc12	1%
Cc1ccc(S(=O)(=O)NC(=O)N2CCCC(C)(C)C2)cc1	9%
CS(=O)(=O)c1ccc2nc(NC(=O)CN3CCN(Cc4ccccc4)CC3)sc2c1	12%

The final 5 compounds of the section above come first, to join the parts:
SMILES	AmpC det inh
O=C(NC1CCCCCC1)c1c(O)c2cccc3c2n(c1=O)CCC3	0%
O=C(Nc1nc2ccccc2n1CCOc1ccccc1)c1ccco1	-2%
Cc1nn(-c2ccc(Cl)cc2)c2[nH]c(=O)c(CNCc3ccc4c(c3)OCO4)cc12	1%
Cc1ccc(S(=O)(=O)NC(=O)N2CCCC(C)(C)C2)cc1	9%
CS(=O)(=O)c1ccc2nc(NC(=O)CN3CCN(Cc4ccccc4)CC3)sc2c1	12%
CCCSc1ccc2nc(NC(=O)OC)[nH]c2c1	0%[12.8 µM]
O=C1NC(Cc2c[nH]c3ccccc23)C(=O)N1CCOc1ccc(F)cc1 (stereo not drawn)	-1%
COc1ccc(-n2c(Cc3cccn3C)nnc2SCC(N)=O)cc1	10%
O=C(/C=C/Nc1cccc(O)c1)c1ccccc1	11%
CCC1(C)NC(=O)N(CC(=O)Nc2sc3c(c2C(N)=O)CCC3)C1=O (stereo not drawn)	13%
O=C(CCCCn1c(=S)[nH]c2ccsc2c1=O)NCc1ccco1	14%
COCCn1c(SCC(=O)Nc2ccc3c(c2)OCCO3)nnc1-c1c[nH]c2ccccc12	13%
O=C(CCCCC(=O)NCc1cccs1)NCc1cccs1	-1%
COc1ccccc1Nc1ncc(C(=O)N2CCC(C(N)=O)CC2)c2ccccc12	-4%
CC(O)COC(C)(C)C (stereo not drawn)	15%
Cc1ccc(C2=C(Cl)C(=O)C(c3ccc(C)cc3)=C(Cl)C2=O)cc1	-2%[5.75 µM]
Cc1ccc(NC(=O)c2ccc(NS(=O)(=O)c3c(C)noc3C)cc2)cc1C	-4%
C[C@@H]1c2ccccc2Cn2cc3c(c21)C(=O)c1cccc(OP(=O)(O)OCc2ccccc2)c1C3=O	-7%[5.75 µM]
COCC(N)(c1ccccc1)c1nc2ccccc2n1C (stereo not drawn)	-4%
COc1ccc(C2C3=C(N=C4SCC(=O)N42)c2ccccc2CC3)cc1 (stereo not drawn)	-1%

A second format for 2 compounds above:
compound,AmpC det inh
O=C(/C=C/Nc1cccc(O)c1)c1ccccc1,11%
CCC1(C)NC(=O)N(CC(=O)Nc2sc3c(c2C(N)=O)CCC3)C1=O (stereo not drawn),13%

Further compounds follow:
SMILES	AmpC det inh
O=C1CC(N2CCN(c3ccc(C(=O)c4ccc(F)cc4)cc3)CC2)C(=O)N1 (stereo not drawn)	-1%
Cc1ccc2nc3sc(C(=O)N4CCOCC4)c(N)c3cc2c1	16%
CCOC(=O)c1c(C)nc2cc(C)ccn12	-2%
O=C(Nc1nncs1)c1ccccc1Br	0%
O=C(CN(Cc1ccccc1C(F)(F)F)C(=O)CNC(=O)c1ccco1)NC1CCCC1	5%
Cc1ccc(C)c(N(C)C(=O)COc2cc(=O)n(C)c3ccccc23)c1	4%
COc1ccccc1N1CCN(c2nc3ccccc3nc2C(C#N)C(=O)OC(C)C)CC1 (stereo not drawn)	-3%
Cc1c(NC(=O)CSc2nnc(-c3ccco3)n2-c2ccccc2)c(=O)n(-c2ccccc2)n1C	-3%
CCc1ccc(Cn2nnc(C(=O)Nc3ccc(OC)cc3OC)c2N)cc1	10%
CC(=O)NC(C)C12CC3CC(CC(C(=O)O)(C3)C1)C2 (stereo not drawn)	-1%
CCOC(=O)c1sc(C)nc1C1CCN(C(=O)OCC)CC1	2%
O=C(OCc1nnc(-c2ccccc2)o1)c1ccc2c(c1)C(=O)N(CCc1ccccc1)C2=O	-5%
CC12CN3CC(C)(CN(C1)P3(=O)Oc1ccccc1)C2=O (stereo not drawn)	-4%
Cc1ccc(C)c(N2CCN(c3cc(C)nc4nnnn34)CC2)c1	10%
O=C(O)c1nn(-c2ccccc2-c2n[nH]c(=O)[nH]c2=O)c(=O)[nH]c1=O	-8%[5.75 µM]
Cc1cc(C)n(C(=O)C2CCCN2S(=O)(=O)c2ccc(Cl)cc2)n1 (stereo not drawn)	-3%
CCCS(=O)(=O)N1CCC(C(=O)NCCCOC)CC1	-3%
CCN1CCN(c2nc3c(c(=O)n(C)c(=O)n3C)n2Cc2cccc3ccccc23)CC1	-6%
CCN1C(=O)c2cccc3c(S(=O)(=O)NCCCN4CCOCC4)ccc1c23	-1%
COCCOC(=O)c1ccccc1C(=O)OCCOC	9%
CCOc1ccccc1-n1nnnc1SCC(=O)NC(=O)NCc1ccco1	-5%
CCC(=O)N(Cc1cc2cc(C)c(C)cc2[nH]c1=O)C1CCCCC1	7%
COc1cccc(C2N(c3cccc(Cl)c3)C(=O)C3CCCN32)c1OC (stereo not drawn)	-1%
COc1cc(-n2nnnc2SCC(=O)N2CCN(c3ccc(F)cc3)CC2)c(OC)cc1Cl	-4%
CCCCOCCCNC(=O)Cc1ccccc1OC	-4%
Cc1ccc(CCN2C(=O)CCC2(C)C(=O)NC2CCCC2)cc1 (stereo not drawn)	4%
Cc1c(Cl)cccc1NC(=O)CCCCCN1C(=O)CCC1=O	-1%
CCN(CC)c1ccc(NS(=O)(=O)c2ccc3c(c2)oc(=O)n3C)c(C)c1	3%
CCOP(=S)(OCC)Oc1nc(Cl)c(Cl)cc1Cl	10%
Cc1ccccc1C(=O)NC1CCN(CC(=O)Nc2nccs2)CC1	-1%
CCOc1ccc2nc(NCCNC(=O)Nc3ccccc3)c(C#N)cc2c1	1%
COC(=O)c1ccc(C(NC(=O)OCc2ccccc2)/C(=C/[C@@H](C)C(=O)NCc2cc(C)n(C)n2)c2cccnc2)cc1 (stereo partly drawn)	15%
Nc1nc(CN2CCN(c3ccc(F)cc3)CC2)nc(N2CCCc3ccccc32)n1	0%
CC(C)NC(=O)c1n[nH]c(=O)c2ccccc12	1%
O=C(CSc1nc2c(cnn2-c2ccccc2)c(=O)[nH]1)N1CCOCC1	-1%
COC(=O)c1cc(C(=O)OC)cc(N2C(=O)CC(Sc3nc(C)cc(C)n3)C2=O)c1 (stereo not drawn)	-6%
Cc1cnc(C(=O)OCC(=O)Nc2cccc(Cl)c2)cn1	-5%
CC1CCN(C(=O)CN(CCc2ccccc2)S(C)(=O)=O)CC1	9%
O=S(=O)(C/C(=C/CO)S(=O)(=O)c1ccccc1)c1ccccc1	-1%
O=C(CSCC(=O)OCn1nnc2ccccc2c1=O)Nc1ccc(Cl)cc1	1%
COC(=O)c1ccc(C2NC(=O)NC(C)=C2C(=O)N(C)C)cc1 (stereo not drawn)	0%
COc1ccccc1N1CCN(C(=O)c2ccc(Br)s2)CC1	0%
Cc1cc(N)c2ccccc2[n+]1CCCCCCCCCC[n+]1c(C)cc(N)c2ccccc21	-8%
CCOC(=O)C1=C(C)N=C(/N=C/N(C)C)SC1c1ccccc1 (stereo not drawn)	-6%
COc1ccc(Nc2cc(C)nc3nc(C)nn23)c(OC)c1	10%

Sorted by count of non-hydrogen atoms (ascending): part of the list above.
SMILES	AmpC det inh
CC(C)NC(=O)c1n[nH]c(=O)c2ccccc12	1%
COc1ccccc1N1CCN(C(=O)c2ccc(Br)s2)CC1	0%
CCOC(=O)C1=C(C)N=C(/N=C/N(C)C)SC1c1ccccc1 (stereo not drawn)	-6%
COC(=O)c1cc(C(=O)OC)cc(N2C(=O)CC(Sc3nc(C)cc(C)n3)C2=O)c1 (stereo not drawn)	-6%
Cc1cc(N)c2ccccc2[n+]1CCCCCCCCCC[n+]1c(C)cc(N)c2ccccc21	-8%

Returning to the listing; the seven compounds before the break are reprinted first.
SMILES	AmpC det inh
O=S(=O)(C/C(=C/CO)S(=O)(=O)c1ccccc1)c1ccccc1	-1%
O=C(CSCC(=O)OCn1nnc2ccccc2c1=O)Nc1ccc(Cl)cc1	1%
COC(=O)c1ccc(C2NC(=O)NC(C)=C2C(=O)N(C)C)cc1 (stereo not drawn)	0%
COc1ccccc1N1CCN(C(=O)c2ccc(Br)s2)CC1	0%
Cc1cc(N)c2ccccc2[n+]1CCCCCCCCCC[n+]1c(C)cc(N)c2ccccc21	-8%
CCOC(=O)C1=C(C)N=C(/N=C/N(C)C)SC1c1ccccc1 (stereo not drawn)	-6%
COc1ccc(Nc2cc(C)nc3nc(C)nn23)c(OC)c1	10%
COc1ccc(CNC2=CC(=O)CC(C)(C)C2)cc1	6%
CC(=O)c1c(C)[nH]c(C(=O)NCCc2ccccc2)c1C	-1%
O=C1c2oc3ccc(Br)cc3c(=O)c2C(c2cccnc2)N1Cc1ccco1 (stereo not drawn)	-1%
CC(=O)Oc1cccc(/C=c2\sc3nc(-c4ccco4)nn3c2=O)c1	-1%
COc1ccc(C(CCc2ccc(C)o2)NC(=O)Nc2ccc(OC)cc2OC)cc1 (stereo not drawn)	3%
CC(C)(C)C(=O)[C@H]([C@@H](c1ccccc1)N1CCOCC1)N1CCOCC1	-2%[5.75 µM]
COC(=O)c1ccc(C(C(=O)NCc2ccccc2)N(Cc2ccco2)C(=O)c2cnccn2)cc1 (stereo not drawn)	-3%
COc1cccc(N2CCN(C(=O)c3ccc4nc(N5CCCCC5)sc4c3)CC2)c1	5%
CC1(C)CC(=O)c2cnc(NC(=O)CCc3ccccc3)nc2C1	11%
CCOC(=O)c1ccc(NC(=O)c2nn(CC)cc2Br)cc1	-2%
CCCc1nc(SCc2cccnc2)c2c(=O)n(C)c(=O)n(C)c2n1	9%
COc1ccc2nc(NC(=O)CSc3nnnn3C3CCCCC3)sc2c1	-2%
COc1ccc(-c2nnc(SC(C)C#N)o2)cc1 (stereo not drawn)	0%
Cc1ccccc1N(CC(=O)NCCSCc1ccco1)S(C)(=O)=O	12%
Cc1cc(C(=O)Nn2cnnc2)cs1	-5%
COC(=O)c1cccc(N2C(=O)C(Cl)=C(N3CCOCC3)C2=O)c1	1%

Source: PubChem

This is a subset, so the mix of outcomes need not match the whole.
